# ABHD4 inh: inhibitors of mouse ABHD4. AID 720543. purified mABHD4, FP-Rh probe fluorescence polarization. inhibition, % at 8.92 µM. actives 0.54% (n = 370,000);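 active = inhibition exceeding the mean over every tested compound plus 3 SD, cut at about 30% in these data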;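 note: 0% = plate median of compound wells and 100% = S159A mutant with DMSO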
#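 Assay system: mouse ABHD4 enzyme, wild type / Also added: fluorescent activity-based probe FP-Rh / Doses: single nominal dose of 8.92 µM, 0.89% DMSO final / Timing: 45 min compound pre-incubation plus 60 min probe step, 25 °C / Signal: FP readout, ex 525 nm / em 598 nm / Control set: S159A mutant/DMSO as 100%, compound-well median as 0%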
# HTRA1 inhibitor: blocks human HTRA1 serine peptidase; Q92743; recombinant HTRA1, FP-rhodamine activity-based probe, fluorescence polarization; inhibition, % at 5.96 µM; actives 0.5% (n = 340,000); AID 504803; in the data active = inhibition above about 36%;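 note: 0% = enzyme with DMSO and 100% = wells lacking enzyme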
# PRMT1 inh: PRMT1 (human) inhibition, primary screen | Q99873 | recombinant PRMT1, activity-based probe fluorescence polarization | inhibition, % at 2.79 µM | actives 1.3% (n = 370,000);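 active = inhibition above about 21% made by adding two undisclosed values, limit read from the data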
# Rev-erbA mod: modulators of human Rev-erb alpha DNA binding; activity, % at 10 µM; Rev-erbα–FITC-DNA binding, fluorescence polarization, 90 min; AID 1259318; P20393; actives 0.79% (n = 370,000);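 active = activity above about 14%, limit read from the data; passing the limit was not always enough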;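 note: 0% = DMSO wells with 35 nM protein and 100% = DMSO wells with 750 nM protein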
# rCAG binder: r(CAG) repeat RNA binding | TO-PRO-1 dye displacement fluorescence | inhibition, % at 3 µM | actives 1.3% (n = 370,000) | AID 651821;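 active = inhibition above the plate cutoff, the mean of all test compounds on that plate plus 3 SD, cut at about 35% in these data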;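 note: 0% = DMSO alone and 100% = 100 µM mitoxantrone as full dye displacement; higher means more dye released from RNA so lower well fluorescence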
# PG9 Ab binder: PG9 antibody binding by small molecule; TR-FRET gp120-PG9 antibody binding; inhibition, % at 6.7 µM; actives 0.43% (n = 360,000); in the data active = inhibition above about 8.5%
# TCR CD3 inh: blocks the human TCR-CD3 interaction | TAMRA-labeled TCR probe fluorescence, biochemical | inhibition, % at 9.4 µM | actives 0.37% (n = 360,000) | AID 651800; in the data active = inhibition above about 19%;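 note: recombinant mutant TCR 2C K166C tagged with TAMRA read by polarization; 0% = receptor in buffer alone and 100% = receptor with positive control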
# SIAE inh: blocks human sialic acid acetylesterase; Q9HAT2; inhibition, % at 9.66 µM; actives 0.69% (n = 370,000); AID 1053197; SIAE FP-Rh probe binding, fluorescence polarization;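 active = inhibition above a cutoff: mean of compounds within the control limits plus 3 SD of those, cut at about 17% in these data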;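 note: 0% = plate median of compound wells and 100% = probe without SIAE protein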
# Target sequence (Q9HAT2 whole entry, looked up): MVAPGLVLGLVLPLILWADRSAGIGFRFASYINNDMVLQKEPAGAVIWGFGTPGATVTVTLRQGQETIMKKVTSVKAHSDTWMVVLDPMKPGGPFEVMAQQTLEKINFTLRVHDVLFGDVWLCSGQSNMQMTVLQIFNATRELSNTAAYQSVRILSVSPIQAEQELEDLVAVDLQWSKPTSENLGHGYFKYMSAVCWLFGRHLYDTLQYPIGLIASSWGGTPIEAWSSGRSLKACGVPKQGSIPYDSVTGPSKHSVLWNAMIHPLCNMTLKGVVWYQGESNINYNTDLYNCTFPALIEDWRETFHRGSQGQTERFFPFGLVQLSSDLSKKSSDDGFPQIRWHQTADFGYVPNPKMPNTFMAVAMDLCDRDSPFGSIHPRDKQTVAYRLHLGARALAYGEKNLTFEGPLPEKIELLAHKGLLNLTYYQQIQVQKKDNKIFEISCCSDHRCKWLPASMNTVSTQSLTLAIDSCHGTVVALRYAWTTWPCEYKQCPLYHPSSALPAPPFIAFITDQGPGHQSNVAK
# LEDGF integ inh: blocks HIV-1 LEDGF/p75-dependent DNA integration; AID 743269; TR-FRET IN-LEDGF/p75 DNA integration, Eu/Cy5; actives 0.64% (n = 370,000); inhibition, % at 3.7 µM;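 active = inhibition above the screen-wide mean plus 3 SD, cut at about 13% in these data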;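 note: signal is the Cy5 over europium emission ratio at 671 and 618 nm; 0% = plate median of compound wells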
# TDP2 inh: blocks human TDP2 phosphodiesterase activity | inhibition, % at 12.8 µM | recombinant TDP2, T5PNP hydrolysis, p-nitrophenol absorbance 415 nm | AID 720702 | O95551 | actives 0.34% (n = 370,000);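 active = inhibition above the mean of all tested compounds plus 3 SD, set per campaign, cut at about 25% in these data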;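 note: 0% = DMSO with enzyme and 100% = buffer with substrate but no TDP2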
#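 Assay system: Recombinant human TDP2 | Quantity: 120 nM TDP2 per well | Incubation: 2 h at 37 °C | Signal: Epi absorbance | Evaluation: Percent inhibition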
# An asterisk follows results filed as active. A portion of the library (hit frequency here may not be typical).
# Letter code: A = ABHD4 inh; B = HTRA1 inhibitor; C = PRMT1 inh; D = Rev-erbA mod; E = rCAG binder; F = PG9 Ab binder; G = TCR CD3 inh; H = SIAE inh; I = LEDGF integ inh; J = TDP2 inh
COCCN(C(=S)Nc1ccc(C)cc1)C(C)c1ccco1 (stereo not given)
  A = 3.1 | B = 2.9 | C = 1.9 | D = 0.2 | E = -3.2 | F = 1.2 | G = -6.5 | H = -2.4 | I = -1.1 | J = 8.9
Cn1c(CNC(=O)CNC(=O)c2ccc(F)cc2)cc(=O)n(C)c1=O
  A = 2.8 | B = -3.3 | C = 1.9 | D = -1.9 | E = -0.5 | F = -2.4 | G = -0.5 | H = -0.8 | I = -2.3 | J = 5.3
O=C(c1ccc(S(=O)(=O)Cc2ccccc2Cl)c([N+](=O)[O-])c1)N1CCN(c2ccccn2)CC1
  A = 0.1 | B = -5.8 | C = 8.2 | D = 3.6 | E = 5.1 | F = 1.9 | G = -1.8 | H = -5.1 | I = -5.6 | J = -13.7
O=C(Cc1ccccc1)NNC1CC(=O)N(c2ccc(Cl)cc2)C1=O (stereo not given)
  A = -0.1 | B = -7.8 | C = 2.0 | D = -5.2 | E = 4.0 | F = 0.4 | G = 0.7 | H = -3.8 | I = -0.7 | J = 10.5
Cc1ccc(C(=O)NCC(=O)Nc2ccccc2C)o1
  A = 6.8 | B = -1.3 | C = -0.6 | D = 8.9 | E = 2.2 | F = -0.5 | G = 0.6 | H = 6.6 | I = -5.4 | J = 4.5
Cc1ccc(OCC(=O)NNC(=O)CSc2ncnc3sc(C)c(C)c23)cc1
  A = -6.3 | B = 9.0 | C = -0.5 | D = 51.5* | E = 2.1 | F = -2.6 | G = 8.1 | H = -6.7 | I = 2.0 | J = 14.9
CC(C)Oc1ccc(S(=O)(=O)N2CCOCC2)cc1NC(=O)c1cccc(S(=O)(=O)N2CCCC2)c1
  A = -2.7 | B = -8.8 | C = 1.7 | D = 3.9 | E = 3.5 | F = -0.6 | G = 6.5 | H = -4.8 | I = -2.0 | J = 14.6
Cc1cc(C)n(C(=O)CNC(=O)c2cccs2)n1
  A = 0.6 | B = 8.5 | C = -0.1 | D = -1.0 | E = -0.4 | F = 2.3 | G = -7.5 | H = 1.7 | I = 2.3 | J = 7.9
CN(C)CCNc1c2c(nc3ccccc13)CCC2
  A = 3.3 | B = 2.1 | C = 1.4 | D = -3.1 | E = 2.1 | F = 0.2 | G = -7.1 | H = 1.2 | I = 0.2 | J = 1.0
NC(=O)c1ncn([C@@H]2O[C@H](CNCc3cccc(OC4CCCC4)c3)[C@@H](O)[C@H]2O)n1
  A = -2.0 | B = 2.2 | C = 5.7 | D = -1.0 | E = 1.7 | F = -0.9 | G = -5.3 | H = 5.5 | I = -2.4 | J = -2.5

# 7 of the compounds above, with two lines to a compound.
# Results follow in this order: ABHD4 inh | HTRA1 inhibitor | PRMT1 inh | Rev-erbA mod | rCAG binder | PG9 Ab binder | TCR CD3 inh | SIAE inh | LEDGF integ inh | TDP2 inh
O=C(Cc1ccccc1)NNC1CC(=O)N(c2ccc(Cl)cc2)C1=O (stereo not given)
 : -0.1 | -7.8 | 2.0 | -5.2 | 4.0 | 0.4 | 0.7 | -3.8 | -0.7 | 10.5
Cc1ccc(C(=O)NCC(=O)Nc2ccccc2C)o1
 : 6.8 | -1.3 | -0.6 | 8.9 | 2.2 | -0.5 | 0.6 | 6.6 | -5.4 | 4.5
Cc1ccc(OCC(=O)NNC(=O)CSc2ncnc3sc(C)c(C)c23)cc1
 : -6.3 | 9.0 | -0.5 | 51.5* | 2.1 | -2.6 | 8.1 | -6.7 | 2.0 | 14.9
CC(C)Oc1ccc(S(=O)(=O)N2CCOCC2)cc1NC(=O)c1cccc(S(=O)(=O)N2CCCC2)c1
 : -2.7 | -8.8 | 1.7 | 3.9 | 3.5 | -0.6 | 6.5 | -4.8 | -2.0 | 14.6
Cc1cc(C)n(C(=O)CNC(=O)c2cccs2)n1
 : 0.6 | 8.5 | -0.1 | -1.0 | -0.4 | 2.3 | -7.5 | 1.7 | 2.3 | 7.9
CN(C)CCNc1c2c(nc3ccccc13)CCC2
 : 3.3 | 2.1 | 1.4 | -3.1 | 2.1 | 0.2 | -7.1 | 1.2 | 0.2 | 1.0
NC(=O)c1ncn([C@@H]2O[C@H](CNCc3cccc(OC4CCCC4)c3)[C@@H](O)[C@H]2O)n1
 : -2.0 | 2.2 | 5.7 | -1.0 | 1.7 | -0.9 | -5.3 | 5.5 | -2.4 | -2.5

# (cont.)
# Letter code: A = ABHD4 inh; B = HTRA1 inhibitor; C = PRMT1 inh; D = Rev-erbA mod; E = rCAG binder; F = PG9 Ab binder; G = TCR CD3 inh; H = SIAE inh; I = LEDGF integ inh; J = TDP2 inh
CCc1ccc(N(CC(=O)NC(C)(C)C)C(=O)CNC(=O)c2cccs2)cc1
  A = 4.3 | B = -5.9 | C = -1.3 | D = 0.1 | E = -2.5 | F = 0.5 | G = 1.3 | H = 4.5 | I = -0.7 | J = 10.3
O=C(c1ccco1)N1CCN(S(=O)(=O)c2ccc(Oc3ccccc3)cc2)CC1
  A = -0.2 | B = -13.4 | C = -2.5 | D = 1.1 | E = -5.4 | F = 0.9 | G = 2.1 | H = 4.6 | I = 1.9 | J = -3.6
COc1ccc(C2CC(=O)N(C)c3ccccc3S2)cc1OC (stereo not given)
  A = -17.8 | B = 9.7 | C = 5.5 | D = 3.2 | E = -2.1 | F = -3.0 | G = -10.0 | H = -2.7 | I = -3.7 | J = -14.9
O=C(COc1ccc2ccc(=O)oc2c1)NCCCN1CCCC1=O
  A = 5.4 | B = 4.7 | C = -1.2 | D = 10.4 | E = -2.6 | F = 1.2 | G = -3.0 | H = 8.2 | I = 0.5 | J = 7.3
O=C(O)CCC(=O)c1cccc2ccccc12
  A = 4.6 | B = -2.0 | C = -1.3 | D = -6.6 | E = 1.8 | F = 1.4 | G = 3.3 | H = 0.5 | I = 0.9 | J = -5.0
CSc1ccc(/C=C(\C(=O)O)c2ccc(S(=O)(=O)N3CCCCC3)s2)cc1
  A = 2.2 | B = -18.4 | C = 3.1 | D = 4.2 | E = 59.3* | F = -1.9 | G = -2.8 | H = -7.6 | I = 8.3 | J = -7.3
